Bioassay records deposited in PubChem by NCI.
Growth percent in the NCI-60 one-dose screen (48 h, 10 µM unless noted): 100 = growth as untreated, 0 = no growth, -100 = all killed.
SR: SR leukemia cells. actives 8.7% (n = 73,000). AID 1794780
CCRF-CEM: CCRF-CEM leukemia | actives 7% (n = 77,000) | AID 1794778
HOP-62: HOP-62 NSCLC; actives 3.9% (n = 80,000); AID 1794735
HOP-92: HOP-92 NSCLC cells; actives 6.3% (n = 71,000)
MOLT-4: MOLT-4 leukemia cells. actives 6.9% (n = 80,000)
RPMI-8226: RPMI-8226 leukemia cells; AID 1794781; actives 7.5% (n = 77,000)
EKVX: EKVX NSCLC | AID 1794765 | actives 3% (n = 71,000)
A549/ATCC: A549/ATCC NSCLC; actives 3.7% (n = 81,000)
Active calls of the source: *; / = not tested or not shown; & = joins results of further samples; [ ] = remark or other dose. How the source made its calls: active means growth percent below 10; inactive means the rest. This is a subset, so the mix of outcomes need not match the whole.

1. CC(C)OC(=S)S
2. CC(N)CCc1ccccc1 (stereo not drawn)
3. CCN(CC)CCOC(=O)C(OC(C)C)(c1ccccc1)c1ccccc1
4. COc1cccc2c1C(=O)c1c(O)c3c(c(O)c1C2=O)CC(O)(/C(C)=N/NC(=O)CCC(=O)N/N=C(\C)C1(O)Cc2c(O)c4c(c(O)c2C(OC2CC(N)C(O)C(C)O2)C1)C(=O)c1c(OC)cccc1C4=O)CC3OC1CC(N)C(O)C(C)O1 (stereo not drawn)
5. CCCC1C(=O)NC(=O)NC1=O
6. COC(=O)[C@H](Cc1ccccc1)NC(=O)c1csc([C@@H](C[C@H](C(C)C)N(C)C(=O)[C@@H](NC(=O)[C@H]2CCCN2C)C2CC2)OC(C)=O)n1
entry no.,1,2,3,4,5,6
SR,109&93,97,/,/,110,6.3*
CCRF-CEM,103&98,97,102,-25*[5 µM],101,4.1*
HOP-62,104&92,87,95,-31*[5 µM],103,35
HOP-92,/,78,80,-40*[5 µM],90,8.6*
MOLT-4,116&95,97,93,/,118,5.5*
RPMI-8226,101&95,103,102,-38*[5 µM],103,11
EKVX,98,103,93,-19*[5 µM],93,33
A549/ATCC,96&106,96,97,-30*[5 µM],115,23

7. CCC1(C2=NCCN2)Cc2ccccc2O1 (stereo not drawn)
8. CCOP(=O)(Cc1ccccc1)OCC
9. C[C@]12CC[C@H]3[C@@H](C[C@@H]4SC(N)=N[C@@]45CC(=O)CC[C@]35C)[C@@H]1CCC2=O
10. ClC1CN2CCC1CC2 (stereo not drawn)
11. CC(=O)OC1CC2(Cl)C(Cl)=C(Cl)C1(Cl)C2(Cl)Cl (stereo not drawn)
12. CCOC(=O)c1cnc(N2CC2)nc1N
entry no.,7,8,9,10,11,12
SR,95,70,99,/,/,127
CCRF-CEM,102,108,111,99,96,99&101
HOP-62,/,99,95,114,115,107&111
HOP-92,78,122,101,115,109,/
MOLT-4,100,84,114,103,92,100&103
RPMI-8226,104,/,113,115,95,111
EKVX,97,96,99,94,102,109&93
A549/ATCC,102,116,115,108,93,98&98

13. ClC(Cl)(Cl)Sn1cccn1
14. O=C(CC1(O)C(=O)Nc2ccc(F)cc21)c1ccc(C(=O)NCC2CCC3(CC2)OOC2(CCCCC2)OO3)cc1 (stereo not drawn)
15. CC(=O)c1ccc2c(c1)OCO2
16. O=C(N/N=C/c1ccc(N(CCCl)CCCl)cc1)c1cccc2ccccc12
17. NC(=S)C(N)=S
18. CN1CCN(C(=O)COc2ccc(C=C3C(=O)NC(=S)NC3=O)cc2)CC1
entry no.,13,14,15,16,17,18
SR,105,-43*,110,24,102,93
CCRF-CEM,95,-32*,96,57,102,110
HOP-62,99,-14*,117,59,98,93
HOP-92,/,-65*,/,55,100,99
MOLT-4,98,23,94,51,113,107
RPMI-8226,/,13,107,74,96,107
EKVX,106,-30*,101,85,118,92
A549/ATCC,/,-67*,95,58,106,101

19. O=C(O)C(=O)CBr
20. COc1ccc(CC(=O)C2C(=O)N(C)c3ccccc32)cc1OC (stereo not drawn)
21. CC(C)CCC1(CCO)C(=O)NC(=O)NC1=O
22. O=C(Nc1cccc(Cl)c1)OCC#CCN1CCCC1
23. O=[N+]([O-])c1no[n+]([O-])c1-c1ccncc1
24. CC(=O)C(C#N)c1ccccc1 (stereo not drawn)
entry no.,19,20,21,22,23,24
SR,24,112,73,104,107,107
CCRF-CEM,71,101,96,84,109,101
HOP-62,98,102,121,112,108,101
HOP-92,135,102,/,/,108,60
MOLT-4,96,94,100,99,110,125
RPMI-8226,100,102,101,76,105,96
EKVX,105,110,100,96,95,106
A549/ATCC,93,107,98,104,101,104

25. COP(=O)(OC)/C(=C/c1c[nH]c2ccccc12)C(=O)O
26. CCCOC(C(=O)OCCN(CC)CC)(c1ccccc1)c1ccccc1
27. O=C1C(=O)c2ccccc2-c2ccccc21
28. CC(C)c1cccc(C(C)C)c1OCCN1CCCCC1
29. C1CC2OC2CC1C1CO1 (stereo not drawn)
30. N#CCO
entry no.,25,26,27,28,29,30
SR,/,/,0.8*,92,102,92
CCRF-CEM,105,101,-11*,101,/,92
HOP-62,91,104,-70*,96,118,97
HOP-92,88,78,-88*,87,103,96
MOLT-4,/,82,-27*,96,114,94
RPMI-8226,98,102,-33*,101,104,92
EKVX,89,89,-97*,95,/,/
A549/ATCC,98,93,-48*,93,99,97

In a second layout: four of the compounds above
26: CCCOC(C(=O)OCCN(CC)CC)(c1ccccc1)c1ccccc1
  SR: / | CCRF-CEM: 101 | HOP-62: 104 | HOP-92: 78 | MOLT-4: 82 | RPMI-8226: 102 | EKVX: 89 | A549/ATCC: 93

27: O=C1C(=O)c2ccccc2-c2ccccc21
  SR: 0.8* | CCRF-CEM: -11* | HOP-62: -70* | HOP-92: -88* | MOLT-4: -27* | RPMI-8226: -33* | EKVX: -97* | A549/ATCC: -48*

28: CC(C)c1cccc(C(C)C)c1OCCN1CCCCC1
  SR: 92 | CCRF-CEM: 101 | HOP-62: 96 | HOP-92: 87 | MOLT-4: 96 | RPMI-8226: 101 | EKVX: 95 | A549/ATCC: 93

29: C1CC2OC2CC1C1CO1 (stereo not drawn)
  SR: 102 | CCRF-CEM: / | HOP-62: 118 | HOP-92: 103 | MOLT-4: 114 | RPMI-8226: 104 | EKVX: / | A549/ATCC: 99

Other entries
31. COc1cc(NCCCCCN=C(N)N)c2ncccc2c1
32. CCSP(=S)(SCC)SCC
33. COC1=CC(=O)O[C@@H](/C=C/c2ccc3c(c2)OCO3)C1
34. COc1cc(OC)c(S(=O)(=O)N(CCCl)CCCl)cc1C(=O)/C=C/c1ccc2c(c1)OCO2
35. C[C@@]12C[C@H](O)CCN1CCc1ccccc12
36. Cc1ccc2oc(=O)c3c(c2c1)OC(/N=C/c1ccccc1)=C(C#N)C3c1ccc([N+](=O)[O-])cc1 (stereo not drawn)
entry no.,31,32,33,34,35,36
SR,33,99,/,70,93,96
CCRF-CEM,40,114,61,88,107,94
HOP-62,46,87,112,67,91,80
HOP-92,67,103,61,55,58,74
MOLT-4,4.4*,106,91,94,91,90
RPMI-8226,58,117,50,89,81,93
EKVX,65,96,114,91,94,86
A549/ATCC,91,/,97,88,105,100

37. CCC1(c2ccc(N)cc2)CCC(=O)NC1=O (stereo not drawn)
38. O=C1C=CC(=Nc2cc(Cl)c(O)c(Cl)c2)C=C1
39. C=CC(CN1CC1)OC(C)=O (stereo not drawn)
40. O=C1C=C2C(=CCOC2O)O1 (stereo not drawn)
41. O=NN1CCCc2cccc(O)c21
42. Brc1ccc2c(c1)c(-c1nc(-c3c[nH]c4ncccc34)cs1)cn2CCN1CCOCC1
entry no.,37,38,39,40,41,42
SR,/,57,122,/,1.9*,60
CCRF-CEM,101,117&16,114,/,30,46
HOP-62,101,79&95,88,60,32,60
HOP-92,/,107,112,-22*,72,52
MOLT-4,/,123&61,102,/,52,41
RPMI-8226,/,92&83,/,-19*,45,40
EKVX,108,95,102,103,69,44
A549/ATCC,95,110&102,129,72,38,62

Two entries from above, with values under each structure.
Values run as follows: SR	CCRF-CEM	HOP-62	HOP-92	MOLT-4	RPMI-8226	EKVX	A549/ATCC
40) O=C1C=C2C(=CCOC2O)O1 (stereo not drawn)
 : /	/	60	-22*	/	-19*	103	72
41) O=NN1CCCc2cccc(O)c21
 : 1.9*	30	32	72	52	45	69	38

Other records:
43. COc1ccc(/C=C\c2cc(OC)c(OC)c(OC)c2)cc1OCC(=O)Nc1nc2ccc(OC(F)(F)F)cc2s1
44. O=C1C=C(N2C3C4CCC(C4)C32)C(=O)C=C1c1ccccc1 (stereo not drawn)
45. COc1ccc2c(c1)c(C(=O)O)c(Cl)n2Cc1ccc(Cl)cc1
46. CC12CC(O)C3C(CCC4=CC(=O)CCC43C)C1CCC2=O (stereo not drawn)
47. CS(=O)c1ccc([N+](=O)[O-])cc1[N+](=O)[O-] (stereo not drawn)
48. ClCc1cc(Cl)c(Cl)cc1Cl
entry no.,43,44,45,46,47,48
SR,31,0.9*,81,97,108,95
CCRF-CEM,28,0.4*,100,89,100,95
HOP-62,54,108,87,109,92,100
HOP-92,56,97,67,117,97,102
MOLT-4,13,2.2*,70,100,101,96
RPMI-8226,23,53,95,104,101,104
EKVX,77,/,102,106,106,/
A549/ATCC,66,95,101,92,100,105

49. NC(N)=NNC=O
50. C[C@]12C=CC(=O)C[C@@H]1CC[C@@H]1[C@@H]2C(=O)C[C@]2(C)C(=O)CC[C@@H]12
51. NNC(=O)NNC(N)=O
52. Cc1cc(Cl)nc(N)n1
53. Cc1ccc(NC(=O)CBr)cc1
54. CCCCCCCC/C=C\CCCCCCCC(=O)Nc1ccccc1
entry no.,49,50,51,52,53,54
SR,107,90,101,105&97,89,90
CCRF-CEM,91,115,100,101,24,104
HOP-62,113,105,106,98&103,/,102
HOP-92,87,127,98,93&82,96,154
MOLT-4,113,87,98,115&101,98,79
RPMI-8226,99,102,100,99&115,102,/
EKVX,92,107,/,99&116,/,/
A549/ATCC,100,93,105,101&113,/,101

55. CC(C)CNC(=O)CCl
56. C[N+](C)(C)Cc1ccccc1C[N+](C)(C)C
57. CC(CN(CCCl)Cc1ccccc1)Oc1ccccc1 (stereo not drawn)
58. C[C@]12CC[C@@H]3c4ccc(OC(=O)Cc5ccc(N(CCCl)CCCl)cc5)cc4CC[C@H]3[C@@H]1CC[C@@H]2OC(=O)Cc1ccc(N(CCCl)CCCl)cc1
59. O=[N+]([O-])c1ccc(OCc2ccc(S(=O)(=O)F)c(Cl)c2)c(Cl)c1
60. CC[C@H](C)[C@H](NC(=O)[C@H]1CCCCN1C)C(=O)N(C)[C@H](CC(=O)c1nc(C(=O)N[C@@H](Cc2ccccc2)C[C@H](C)C(=O)O)cs1)C(C)C
entry no.,55,56,57,58,59,60
SR,96,98,95,106,88,28
CCRF-CEM,106,103,112,136,88,21
HOP-62,109,/,114,110,106,77
HOP-92,/,96,99,/,77,49
MOLT-4,100,98,91,104,68,64
RPMI-8226,117,100,118,123,98,43
EKVX,113,/,101,110,112,92
A549/ATCC,102,99,98,/,110,95

61. C=CCOC(=O)C(Br)CC (stereo not drawn)
62. O=C(NCCOc1ccc([N+](=O)[O-])cc1Cl)Nc1ccc(S(=O)(=O)F)cc1
63. COc1ccc(CN2CCN(C(=O)COc3ccc(Cl)cc3)CC2)cc1
64. COC(=O)CC12CC(NC(=O)c3csc([C@@H](C[C@H](C(C)C)N(C)C(=O)[C@@H](NC(=O)[C@H]4CCCCN4C)C(C)C)OC(C)=O)n3)(C1)C2
65. CNC(Cc1ccccc1)c1ccc2c(c1)CCCC2 (stereo not drawn)
66. CCC(=O)C1(c2cccc(OC)c2)CCN(C)CC1
entry no.,61,62,63,64,65,66
SR,100,/,92,20,82,99
CCRF-CEM,107,/,76,14,47,106
HOP-62,108,85,104,6.8*,82,88
HOP-92,/,/,/,36,75,99
MOLT-4,102,83,94,16,/,103
RPMI-8226,112,69,83,24,91,100
EKVX,107,/,/,39,93,100
A549/ATCC,107,78,89,18,90,90

3 entries from above, with each value named:
[62] O=C(NCCOc1ccc([N+](=O)[O-])cc1Cl)Nc1ccc(S(=O)(=O)F)cc1
  SR = /
  CCRF-CEM = /
  HOP-62 = 85
  HOP-92 = /
  MOLT-4 = 83
  RPMI-8226 = 69
  EKVX = /
  A549/ATCC = 78
[63] COc1ccc(CN2CCN(C(=O)COc3ccc(Cl)cc3)CC2)cc1
  SR = 92
  CCRF-CEM = 76
  HOP-62 = 104
  HOP-92 = /
  MOLT-4 = 94
  RPMI-8226 = 83
  EKVX = /
  A549/ATCC = 89
[64] COC(=O)CC12CC(NC(=O)c3csc([C@@H](C[C@H](C(C)C)N(C)C(=O)[C@@H](NC(=O)[C@H]4CCCCN4C)C(C)C)OC(C)=O)n3)(C1)C2
  SR = 20
  CCRF-CEM = 14
  HOP-62 = 6.8*
  HOP-92 = 36
  MOLT-4 = 16
  RPMI-8226 = 24
  EKVX = 39
  A549/ATCC = 18

Additional structures follow.
67. COc1cc(N(CCCl)CCCl)c(OC)cc1/C=N\Nc1nnc(C)n1N
68. c1ccc2c(NCCCCCCNc3c4c(nc5ccccc35)CCCC4)c3c(nc2c1)CCCC3
69. CCCCCC(=O)c1c(O)c(OC)c(OC)[nH]c1=O
70. CCCCCCCCNC(c1ccc(Cl)cc1)C(O)c1ccc(Cl)cc1 (stereo not drawn)
71. CCCNP(=S)(NCCC)NCCC
72. Nc1cccc2c1Oc1ccccc1O2
entry no.,67,68,69,70,71,72
SR,69,53,34&44,77,102,102
CCRF-CEM,75,79,49&39,98,102,88
HOP-62,118,105,80,82,/,102
HOP-92,99,50,106&102,82,104,80
MOLT-4,79,70,50&46,98,107,103
RPMI-8226,95,34,19&12,99,105,96
EKVX,/,/,64&70,91,/,100
A549/ATCC,95,82,76&56,85,/,97

73. C/C=C(\CC)C1(CCC)C(=O)NC(=S)NC1=O
74. CN(Cc1cccnc1)N=O
75. CCOC(=O)c1cncn1C(C)c1ccccc1 (stereo not drawn)
76. CCOP(=O)(NCCCOC)OCC
77. COc1cc2nc(Sc3cnc(N)s3)n(-c3ccccc3)c(=O)c2cc1OC
78. C=CCCC1(CC(C)C)C(=O)NC(=S)NC1=O
entry no.,73,74,75,76,77,78
SR,96,98,90,83,85,92
CCRF-CEM,100,100,95,95,96,99
HOP-62,/,93,98,98,98,99
HOP-92,97,95,96,118,/,95
MOLT-4,91,102,95,95,103,101
RPMI-8226,98,102,105,101,88,105
EKVX,101,100,98,/,87,106
A549/ATCC,99,94,103,102,104,101

79. CCOP(=O)(OCC)Oc1cc(C)c(N(C)C)c(C)c1
80. COc1c(O)c2c3c(c1OC)-c1ccccc1CC3N(C)CC2 (stereo not drawn)
81. CCCCSSC(Cl)(Cl)Cl
82. COC(C(=O)O)(c1ccccc1)c1ccccc1
83. Cn1cc(-c2csc(-c3cn(CCCCN4CCCCC4)c4ccc(F)cc34)n2)c2cccnc21
entry no.,79,80,81,82,83
SR,96,75,95,86,-45*
CCRF-CEM,97,99,99,86,-60*
HOP-62,96,104,96,101,89
HOP-92,/,110,89,107,52
MOLT-4,95,84,103,97,-62*
RPMI-8226,84,102,95,96,1.2*
EKVX,105,115,/,99,89
A549/ATCC,104,103,103,99,93
